Screens from PubChem.
ERK EGF block = EGF-driven ERK pathway inhibition; AID 1454; HEK293-V1b, EGF-stimulated phospho-ERK AlphaScreen; Potency, µM (series often up to 11.5 µM), inactives show at the highest dose activity change, negative = inhibition, most hits filed as inhibitors; 0.41% of 130,000 active; active = well fitted inhibition curve with a large enough effect; inconclusive = small, poorly fitted or top-dose-only effect, or effect the other way;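 also: plate controls were stimulated vehicle wells for no effect and unstimulated vehicle basal for full effect; nearly all actives have a fitted effect of over 55% in size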
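HEK293 cells stably expressing V1b receptor, serum-reduced (1% FBS) overnight, pretreated 30 min with compound, then stimulated 5 min with 25 nM EGF; phospho-ERK detected by AlphaScreen SureFire. AC50 from Hill fits, normalized to DMSO and EGF.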
* marks the source's active call; other numbers are inactive results; ? = inconclusive; [ ] = another dose, or the depositor's remark. Potency is read from the fitted curve at half-maximal effect.

SMILES	ERK EGF block
O=C(Nc1cc(F)ccc1F)N1CCN(c2ccnc3cc(Cl)ccc23)CC1	?
O=C(C(=O)N1CCc2ccccc2C1)c1c[nH]c2ccccc12	-8%
CCOc1cnc(-c2c(-c3ccccc3Cl)noc2C)o1	0%
COc1ccccc1C(=O)N1CCN(Cc2cn[nH]c2-c2ccc(F)cc2F)CC1	-5%
Cc1cccc(Nc2nc3ccccc3s2)c1C	6%
NS(=O)(=O)c1ccc(CCNC(=O)CCCn2c(=O)[nH]c3ccc(Br)cc3c2=O)cc1	-1%
CC1CCCN(c2ncnc3c2cnn3-c2ccc(Cl)cc2)C1 (centres undefined)	23%[57.5 µM]
C/C=C/C(=O)OCC(=O)Nc1cccc(Br)c1	8%
Cc1cc(/C=C2/SC(=O)N(CC(=O)N3CCOCC3)C2=O)c(C)n1-c1ccccc1F	4%
COc1ccc(-c2nc3ncnn3cc2C)cc1F	?
CCc1ccc(OCC2c3cc(OC)c(OC)cc3CCN2C(=S)NC)cc1 (centres undefined)	2%
CC1(C)CC2CC(C)(CN2C(=O)COC(=O)CNC(=O)c2ccc(Cl)c(Cl)c2)C1 (centres undefined)	2%

Of the compounds above, 2 contain bromine.
SMILES	ERK EGF block
NS(=O)(=O)c1ccc(CCNC(=O)CCCn2c(=O)[nH]c3ccc(Br)cc3c2=O)cc1	-1%
C/C=C/C(=O)OCC(=O)Nc1cccc(Br)c1	8%

Returning to the listing; the seven compounds before the break are reprinted first.
SMILES	ERK EGF block
NS(=O)(=O)c1ccc(CCNC(=O)CCCn2c(=O)[nH]c3ccc(Br)cc3c2=O)cc1	-1%
CC1CCCN(c2ncnc3c2cnn3-c2ccc(Cl)cc2)C1 (centres undefined)	23%[57.5 µM]
C/C=C/C(=O)OCC(=O)Nc1cccc(Br)c1	8%
Cc1cc(/C=C2/SC(=O)N(CC(=O)N3CCOCC3)C2=O)c(C)n1-c1ccccc1F	4%
COc1ccc(-c2nc3ncnn3cc2C)cc1F	?
CCc1ccc(OCC2c3cc(OC)c(OC)cc3CCN2C(=S)NC)cc1 (centres undefined)	2%
CC1(C)CC2CC(C)(CN2C(=O)COC(=O)CNC(=O)c2ccc(Cl)c(Cl)c2)C1 (centres undefined)	2%
Cc1ccc(NC(=S)N(CCN(C)C)C(C)c2ccco2)cc1C (centres undefined)	5%
CC(=O)c1c(C)[nH]c(C(=O)COC(=O)CCSc2ccccc2)c1C	2%
COc1cccc(C(=O)Oc2ccc(N3C(=O)CCC3=O)c(C)c2)c1	0%
CCOC(=O)c1cc2sccc2n1CC(=O)C(C)(C)C	2%
Cc1nc(Nc2ccccc2)sc1C	12%
CC(C)c1ccc(N(C(=O)c2cc3ccccc3oc2=O)C2C=CS(=O)(=O)C2)cc1 (centres undefined)	-6%
Cc1[nH]n(S(=O)(=O)Cc2ccccc2)c(=O)c1N=Nc1ccccc1Cl	7%
COc1cc(OC)c2ccc(=O)oc2c1C(CCN1CCCC1)c1ccc2c(c1)OCO2 (centres undefined)	-13%[57.5 µM]
Cc1cccc(NC(=O)CO/N=C/c2ccc3c(c2)OCO3)c1	-1%
CCCOc1ccc(C2NC(=O)NC2=O)cc1 (centres undefined)	7%
O=c1cnnc(N/N=C/c2ccc3c(c2)OCO3)[nH]1	2%[57.5 µM]
N/C(Cn1cncn1)=N\OC(=O)c1ccc(Cl)cc1	-4%

Random excerpt: 3 records from the list, in no set order.
SMILES	ERK EGF block
O=c1cnnc(N/N=C/c2ccc3c(c2)OCO3)[nH]1	2%[57.5 µM]
C/C=C/C(=O)OCC(=O)Nc1cccc(Br)c1	8%
O=C(C(=O)N1CCc2ccccc2C1)c1c[nH]c2ccccc12	-8%

(continued)
SMILES	ERK EGF block
Cc1cccc(NC(=S)NNC(=O)c2cc3c(s2)CCC(C)C3)c1C (centres undefined)	9%
CN(C)C(=S)Nc1nc2ccccc2s1	-10%
O=C(CSc1nc2ccc(Cl)cc2[nH]1)c1c[nH]c2ccccc12	-16%
O=C(COc1ccc(Br)cc1Cl)NC1CCCCC1	-1%
CCOc1ccccc1N1CCN(CC(=O)Nc2nnc(CC)s2)CC1	-1%
O=C(NCc1ccco1)c1cc([N+](=O)[O-])ccc1Cl	9%
CC(=O)Nc1ccc(S(=O)(=O)N2CCN(CC3CC4C=CC3C4)CC2)cc1 (centres undefined)	5%
COc1cc(O)c(C(CCN2CCCCC2)c2ccc(N(C)C)cc2)c(OC)c1 (centres undefined)	?
COc1ccc(CN(C)Cc2nc(Cc3cccc(F)c3)no2)c2cccnc12	-5%
CC(C)Sc1oc(-c2ccco2)nc1S(=O)(=O)c1ccccc1	-2%
CCOc1cc(/C=N/Nc2ccc(C(=O)O)cc2)ccc1OC(=O)c1ccccc1C	-4%[57.5 µM]
O=C(CSc1nnc(CNc2ccccc2)o1)N1CCN(C(=O)c2ccco2)CC1	-5%
CCC(C(=O)NC1CCCC1)n1c(SCc2cccc(C)c2)nc2ccncc21 (centres undefined)	-9%
CCN(C(=O)/C=C/c1ccc2c(c1)OCO2)c1ccccc1	3%
Cc1ccc(-n2c(O)c(/C=N/Nc3ccc(S(=O)(=O)N4CCOCC4)cc3[N+](=O)[O-])c3ccccc3c2=O)c(C)c1	?
COc1ccc(C)cc1-n1nnnc1SCC(=O)Nc1cccnc1Cl	-11%
O=C(Nc1nnc(C2CC2)s1)c1ccc(Cl)c(S(=O)(=O)N2CCc3ccccc3C2)c1	?
O=C(/C=C/c1ccco1)N(Cc1cccc(Br)c1)C1CCS(=O)(=O)C1 (centres undefined)	-11%[57.5 µM]
Cc1ccc(OCC(=O)NC2CC(C)(C)NC(C)(C)C2)cc1C	-7%
Cc1ccc(N(C(=O)C2COc3ccccc3O2)C(C(=O)NC2CCCCC2)c2cn(C)nc2C)cc1 (centres undefined)	14%
Cc1cc(C)n2nc(C(=O)Nc3cccc(S(=O)(=O)N(C)c4ccccc4)c3)nc2n1	2%[57.5 µM]
CCNC(=O)CSc1nc2ccccc2c(=O)n1-c1cccc(OC)c1	-3%
COc1ccc(C(=O)O/N=C(/c2cccs2)C(C)(C)C)cc1	-3%[57.5 µM]
CCCCOc1ccc(CN=C(N)N)cc1Cl	6%[57.5 µM]
CCOCCCNC(=O)C(NC(=O)Cc1cccs1)c1ccc(C)cc1 (centres undefined)	4%
CCOc1ccc(-n2nc3c(=S)[nH]nc(C)c3c2C)cc1	8%
CN(C(=O)CSc1nnc(-c2ccc(F)cc2)c2ccccc12)C1CCS(=O)(=O)C1 (centres undefined)	-11%
COc1cccc(S(=O)(=O)c2nc(C)c3c(n2)CCC3)c1	-9%
O=C(NNC(=O)[C@@H]1CCCC[C@@H]1C(=O)O)Nc1ccccc1	2%
Cc1cc(NC(=O)CCCn2cc([N+](=O)[O-])cn2)n(Cc2ccc(F)cc2)n1	-5%
Cc1c(C(=O)Oc2cccc3cccnc23)oc2ccccc12	0%
CC1(C)Cc2ccccc2C(N/N=C/c2ccc(Cl)cc2)=N1	-3%
CCCCNC(=S)Nc1ccc(Cl)cc1	5%
Cc1ccc(Cl)c(NC(=O)CN2CCNC(=O)C2)c1Cl	6%
CCOC(=O)N1CCN(CC(O)COc2ccc(C)cc2C(C)(C)C)CC1 (centres undefined)	-1%
CCNS(=O)(=O)c1ccc2c(c1)NCC2	6%
O=C(Nc1ccccc1OC(=O)c1ccc(Cl)cc1)c1ccc(Cl)cc1	4%
CCc1c(C)sc(NC(=O)C2CCCO2)c1C#N (centres undefined)	14%
N#Cc1ccc(C(=O)Nc2cc(S(=O)(=O)N3CCCC3)ccc2OCC(F)(F)F)cc1	3%
CCC(=O)NC(/C=C/c1ccccc1)c1cc([N+](=O)[O-])c2cccnc2c1O (centres undefined)	-1%
CC(C)c1ccc(NC(=O)CCCN2C(=S)NC(C)(C)CC2C)cc1 (centres undefined)	21%
FC(F)(F)Oc1ccccc1-c1nnc(-c2cccc(C(F)(F)F)c2)o1	0%[57.5 µM]
Cc1nn(C)c(Sc2ccccn2)c1[N+](=O)[O-]	22%[57.5 µM]
CC(NC(=S)Nc1ccc(Cl)cc1Cl)C(c1cccs1)N1CCCC1 (centres undefined)	11%
Cc1c(NC(=O)CCc2ccccc2)cccc1[N+](=O)[O-]	3%
COc1ccccc1-n1c(SCC(=O)NCc2ccc3c(c2)OCO3)nc2cc([N+](=O)[O-])ccc21	2%
Cc1ccc2c(c1)nnn2C1CCN(C(=O)Nc2ccccc2C)CC1	2%
Cc1ccc(C#CC[N+]2(C)CCCCC2)cc1	-3%[57.5 µM]
O=C(NNC(=S)Nc1ccccc1)c1cccc(S(=O)(=O)N2CCOCC2)c1	4%
N#CC(C#N)=c1ccc2c(c1)N1C(c3ccccc3)=CC(c3ccccc3)C3CCCCC31N=2 (centres undefined)	?
CC(=O)C1=C(O)C(=O)N(Cc2cccnc2)C1c1ccc(Cl)cc1Cl (centres undefined)	2%
O=C(NCc1cccc2ccccc12)Nc1ccccc1	3%
C=C1C(=O)C=C2CN(C(=O)c3ccccc3)[C@@](Cc3ccc(F)cc3)(C(=O)OC)[C@@H]12	22µM*
COC(=O)N[C@@H](c1cccc(C)c1)[C@@H](C)[N+](=O)[O-]	-4%
COc1ccccc1/C=C/C=N/NC(=O)CN1CCN(S(=O)(=O)c2ccc(C)cc2)CC1	10%
COc1ccc(CC2S/C(=N/N=C/c3ccccc3O)NC2=O)cc1 (centres undefined)	5%[57.5 µM]
Cc1ccn2c(NC3CCCC3)c(-c3ccccn3)nc2c1	-6%
O=C(Nc1ccc(S(=O)(=O)NCC2CCCO2)cc1)c1ccc(Cl)cc1[N+](=O)[O-] (centres undefined)	3%
COc1ccc(-c2cc(C(F)(F)F)nc(S(=O)(=O)CCCC(=O)Nc3cc(C)on3)n2)cc1OC	-2%
CC1CCCCN1c1ccc(N)cc1C(N)=O (centres undefined)	3%

The results go on:
SMILES	ERK EGF block
Nc1ncc(CCN2CCOCC2)c(-c2ccc(F)cc2)n1	-6%
O=C(CSc1nc2ccccc2s1)NNC(=S)Nc1ccccc1	-1%
CC1CC(C)CN(c2ccc(C(=O)NCc3ccc4c(c3)OCO4)cc2[N+](=O)[O-])C1 (centres undefined)	9%
NC(=O)COC(=O)c1ccc(S(=O)(=O)NCc2ccco2)cc1	1%
C=CCOc1ccc(/C(O)=C2/C(=O)C(=O)N(CCCN3CCOCC3)C2c2ccc(OC)cc2)cc1 (centres undefined)	2%
Cc1c(N2C(=O)/C(=C3\C(=O)N(CC(=O)O)c4ccccc43)SC2=S)c(=O)n(-c2ccccc2)n1C	-14%[57.5 µM]
O=C(COC(=O)c1cccc(S(=O)(=O)N2CCc3ccccc32)c1)NCc1ccco1	-4%
Cc1ccc(S(=O)(=O)NCC(=O)OCC(=O)c2c(N)n(C)c(=O)n(C)c2=O)cc1	2%
C(=N\Nc1nc(-c2ccccc2)cs1)/c1ccco1	?
CC(OC(=O)c1ccncc1)C(=O)Nc1cccc([N+](=O)[O-])c1 (centres undefined)	-11%
CCN(CC)CCn1c(C)nc2ccccc21	-13%[57.5 µM]
CCOCCCNC(=O)/C(C#N)=C/c1cc(Br)c(O)c(Br)c1	4%[57.5 µM]

Part of the list above, field by field:
> Nc1ncc(CCN2CCOCC2)c(-c2ccc(F)cc2)n1
- ERK EGF block: -6%

> O=C(CSc1nc2ccccc2s1)NNC(=S)Nc1ccccc1
- ERK EGF block: -1%

> CC1CC(C)CN(c2ccc(C(=O)NCc3ccc4c(c3)OCO4)cc2[N+](=O)[O-])C1 (centres undefined)
- ERK EGF block: 9%

> NC(=O)COC(=O)c1ccc(S(=O)(=O)NCc2ccco2)cc1
- ERK EGF block: 1%

More records follow.
SMILES	ERK EGF block
Cc1ncoc1C(=O)N1CCc2c([nH]c3ccccc23)C1c1ccccc1F (centres undefined)	2%
COCC(=O)N(Cc1cc2ccc(C)c(C)c2n2nnnc12)C1CCCC1	7%
Cc1cc(SCC(=O)NN)c2cc(Br)ccc2n1	-2%[57.5 µM]
COc1ccc(-c2csc3nc[nH]c(=O)c23)cc1	-1%
COc1ccc(C(Nc2ccccn2)c2c(NC(=O)c3ccco3)sc(C)c2C)cc1 (centres undefined)	1%
CC(C)CCNC(=O)CCn1c(=S)oc2ccccc21	2%
NC(=O)c1cc2cc(Cl)ccc2o/c1=N/NC(=O)c1cccs1	9%[57.5 µM]
CN(C)S(=O)(=O)c1ccc(NC(=O)CSc2ncnc3ccccc23)cc1	6%
CCCCCn1c(=O)c2ccccc2n2c(CCl)nnc12	-3%
CC(C)OC(=O)C1C(=O)CC(C)(O)C(C(=O)OC(C)C)C1c1cccc(O)c1 (centres undefined)	-10%[57.5 µM]
Cc1cc2c(NC(=O)CC(C)(C)CC(=O)O)cccc2nn1	-6%[57.5 µM]
O=C(O)Cc1ccc(NS(=O)(=O)c2ccccc2Br)cc1	2%
CCOc1ccc(-n2c(O)c(/C=N/Nc3nnc(C)c(=O)[nH]3)c3ccccc3c2=O)cc1	5%
Cc1nn(C)c(C)c1CCC(=O)O	33%
C/C(Cn1nnc([N+](=O)[O-])n1)=N\NC(=O)c1ccc(O)cc1	1%[57.5 µM]
COc1ccc(-c2cc(C(=O)Nc3cc(C)on3)no2)cc1OC	3%
C=C1C[C@@]23C[C@@]1(O)CC[C@@H]2[C@]12C=C[C@@H](O)[C@](C)(C(=O)O1)[C@@H]2[C@@H]3C(=O)O	-6%
Cc1ccc(-c2nn3c(C)nnc3c3ccccc23)cc1S(=O)(=O)NCCO	-1%
CCc1n[nH]c(=S)n1/N=C/c1cc(Br)c(O)c(OC)c1	4%[57.5 µM]
O=C(NC1=NCCCCC1)c1cccc2ccccc12	2%
COc1ccc(-c2csc(NC(=S)NC(=O)/C=C/c3ccco3)n2)cc1OC	-5%
COc1ccc(/C=C/c2ccccc2)cc1[C@H]1[C@@H]2C=CCC[C@@]2(C)C(=O)N1Cc1ccccc1	11%[57.5 µM]
O=c1oc2ccccc2c2oc3cc(O)c(O)cc3c12	5%

Some of the compounds tested; count on the stated rates, not on these rows.
